Screening results: PubChem, several laboratories
KLK5 inh – human KLK5 protease inhibitors, primary screen, biochemical, 1536-well; Kallikrein-5 (Homo sapiens), Q9Y337; recombinant hK5, fluorogenic AMC substrate cleavage; 210,000 compounds, 0.59% hits; inhibition, % at 5 µM;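 active = inhibition of 40% or more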;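 also: 0% = enzyme controls without compound and 100% = no-enzyme blanks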
Target sequence (Q9Y337 67-293 limits assumed): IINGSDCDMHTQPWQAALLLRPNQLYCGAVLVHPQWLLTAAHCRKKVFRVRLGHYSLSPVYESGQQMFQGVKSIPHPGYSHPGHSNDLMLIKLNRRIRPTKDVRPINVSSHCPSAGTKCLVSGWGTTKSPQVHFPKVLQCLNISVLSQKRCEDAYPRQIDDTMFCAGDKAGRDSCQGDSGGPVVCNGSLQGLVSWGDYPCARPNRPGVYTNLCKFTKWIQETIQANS
eIF4E-4G inh – eIF4E–eIF4G protein interaction inhibitors, primary screen, biochemical, uHTS, TR-FRET, eIF4GI fragment; inhibition, % at 21.7 µM; TR-FRET eIF4E-eIF4GI(517-606) binding, 2 h; 220,000 compounds, 0.37% hits;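 active = inhibition above about 30%, limit read from the data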;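 also: 0% = full FRET control wells and 100% = background wells lacking eIF4GI fragment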
FXIa inh 1536 – human FXIa protease inhibitors, primary screen, biochemical, 1536-well | AID 798, 2007 | 220,000 compounds, 0.14% hits | Coagulation factor XI (Homo sapiens), P03951 | purified FXIa, Boc-Glu-Ala-Arg-AMC fluorogenic substrate | inhibition, % at 5 µM;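 active = inhibition of at least 40%; inactive = inhibition below 40%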;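 also: fluorescence of freed AMC excited at 355 nm; 0% = enzyme without compound and 100% = no enzyme blank; many of its hits are not listed in these tables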
Target sequence (P03951 19-387 limits assumed): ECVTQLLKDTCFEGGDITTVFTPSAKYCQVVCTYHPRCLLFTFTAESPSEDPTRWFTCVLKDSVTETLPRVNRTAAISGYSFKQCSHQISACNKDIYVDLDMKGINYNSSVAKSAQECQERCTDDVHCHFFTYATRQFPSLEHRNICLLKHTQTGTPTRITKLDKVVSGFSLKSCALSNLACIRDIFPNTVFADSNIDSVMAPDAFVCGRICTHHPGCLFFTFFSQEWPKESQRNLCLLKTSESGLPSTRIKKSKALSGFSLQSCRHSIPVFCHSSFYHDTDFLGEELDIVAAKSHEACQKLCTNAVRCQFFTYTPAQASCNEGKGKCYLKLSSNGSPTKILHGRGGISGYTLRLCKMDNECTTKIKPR
Target sequence (P03951 388-625 limits assumed): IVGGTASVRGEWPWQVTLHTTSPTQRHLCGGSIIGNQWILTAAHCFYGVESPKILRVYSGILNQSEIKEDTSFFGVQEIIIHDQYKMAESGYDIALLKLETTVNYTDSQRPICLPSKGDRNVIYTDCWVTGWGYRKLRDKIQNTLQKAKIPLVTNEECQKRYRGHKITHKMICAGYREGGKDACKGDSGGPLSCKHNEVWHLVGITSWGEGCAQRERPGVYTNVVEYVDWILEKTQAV
14-3-3 Bad PPI – inhibitors of 14-3-3 zeta/Bad binding, primary screen, biochemical, TR-FRET, bovine 14-3-3 zeta | 14-3-3 protein zeta/delta (Bos taurus), P63103 | TR-FRET 14-3-3zeta/Dy647-pBad peptide displacement, 1 h | inhibition, % at 21.7 µM | 220,000 compounds, 0.71% hits | AID 781, 2007;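 active = inhibition above about 70%, limit read from the data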;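 also: 0% = full 14-3-3 plus peptide FRET controls and 100% = background without 14-3-3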
p97 ATPase inh – inhibitors of human p97 ATPase, primary screen, biochemical. Transitional endoplasmic reticulum ATPase (Homo sapiens), P55072. inhibition, % at 8 µM. 220,000 compounds, 0.42% hits. recombinant p97 ATPase, Kinase-Glo ATP luminescence, 3 h; in the data active = inhibition above about 15%;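 also: 0% = DMSO vehicle and 100% = wells lacking enzyme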
Wee1 degr inh – Wee1 degradation inhibitors, primary screen, cell-based, HeLa, Wee1K328M-luciferase, luminescence; Wee1-like protein kinase (Homo sapiens), P30291; HeLa Luc-Wee1K328M stability; 100% = proteasome inhibitor MG132 effect; reporter increase, % at 5 µM; 220,000 compounds, 1.2% hits;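 active = activation above the mean of all tested compounds plus 3 SD, set per screening run, cut at about 8.8% in these data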;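 also: cells exposed to compound for 20 h before luminescence read; 0% = DMSO alone and 100% = MG132 at 30 µM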
MDM2 E3 inh – MDM2-luciferase reporter signal enhancers, primary screen, MDM2 E3 ligase inhibitor project, cell-based, luminescence, 1536-well | E3 ubiquitin-protein ligase Mdm2 (Homo sapiens), Q00987 | cell-based MDM2 ubiquitination luciferase reporter, 2 h; 0 = plate control, 100 = twice control, blank-subtracted | signal enhancement, % at 5 µM | 210,000 compounds, 0.11% hits | AID 1230, 2008;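 active = signal enhancement of 30% or more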;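 also: luminescence tracks abundance of the self-degrading MDM2-luciferase fusion protein; higher signal means inhibition of MDM2 E3 ligase activity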
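Test system: stable mammalian line carrying autodegrading MDM2–luciferase fusion reporter; quantity: 2000 cells in each well; times: 4 h cell settling then 2 h compound exposure, 37 °C; detection: luminescence with SteadyLite reagent, 15 min at room temperature; evaluation: percent signal gain over controls, blank-subtracted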
Rad51 HR inh – human RAD51 strand exchange inhibitors, primary screen, biochemical, fluorescence. DNA repair protein RAD51 homolog 1 (Homo sapiens), Q06609. hRad51 DNA strand exchange, fluorescence dequenching. inhibition, % at 10 µM. 200,000 compounds, 0.085% hits. AID 1385, 2008;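 active = inhibition above 40% at the single screening dose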;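 also: 0% = DMSO control wells and 100% = blanks with heterologous ssDNA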
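material = hRad51 filaments on single-stranded DNA | timing = filaments 15 min 37 °C, then compound 30 min | signal = FRET fluorescence dequenching, excitation 485 nm, emission 520 nm | benchmarks = control wells and blank wells on each plate | evaluation = percent inhibition relative to plate controls and blanks | compound = 10 µM final, single point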
FXIIa inh – human FXIIa protease inhibitors, primary screen, biochemical, 1536-well; inhibition, % at 5 µM; 220,000 compounds, 0.3% hits; Coagulation factor XII (Homo sapiens), P00748; AID 800, 2007; purified FXIIa, Boc-QGR-AMC fluorogenic substrate, 2 h; in the data active = inhibition above about 40%;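 also: 0% = enzyme with no compound and 100% = blank without enzyme; many of its hits are not listed in these tables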
Numbers without * were called inactive; x = not tested or not shown; [ ] = another dose, or the depositor's remark. Compounds as they come (roughly 3.5% active in at least one column).

SMILES	KLK5 inh	eIF4E-4G inh	FXIa inh 1536	14-3-3 Bad PPI	p97 ATPase inh	Wee1 degr inh	MDM2 E3 inh	Rad51 HR inh	FXIIa inh
COCCCNC(=S)NC(=O)c1ccc([N+](=O)[O-])cc1	-6	18	8	-13	4	3	-5	1	12
O=C(/C=C/c1ccc(F)cc1)Nc1cccc(S(=O)(=O)Nc2cccc(C(F)(F)F)c2)c1	-23	-4	0	-7	1	1	-6	0	6
CCOC(=O)c1[nH]cnc1C(=O)Nc1ccc(F)cc1	-1	0	-5	-5	4	-2	-6	2	6
O=C(CCSc1ccc(Br)cc1)Nc1cccnc1	-2	0	-3	-6	5	-1	-6	2	2
Cc1nc(Cl)c(C(=O)NCCC(C)C)c(C)c1[N+](=O)[O-]	22	1	18	8	-2	3	x	x	23
CCOC(=O)c1ccc(CC(=O)c2ccc(O)c(O)c2O)o1	x	8	3	18	5	0	-22	x	12
C/C(=N/Nc1nc(-c2ccccc2)cc(-c2ccc(F)cc2)n1)c1cccc(N)c1	25	-2[fluorescence artefact?]	17	8	-6	-1	-12	3	13
Cc1ccc(CNC(=O)COC(=O)c2ccc(S(=O)(=O)N3CCCC3)cc2)cc1	-4	3[fluorescence artefact?]	2	-4[fluorescence artefact?]	5	-2	-31	-5	16
O=C(C#Cc1ccccc1)c1cccc([N+](=O)[O-])c1	-4	2	-1	-9	15*	-3	-13	1	12
CC(C)(C)n1ncc2c(=O)n(CC(=O)Nc3ccccc3)cnc21	0	-5	6	5	6	0	0	-3	8
C/C(N)=C(/C#N)C(=O)CSc1ccccc1F	1	-3	16	-14	3	0	3	11	12
CC(C)CNS(=O)(=O)c1ccc(CCC(=O)Nc2ccc3c(c2)OCO3)cc1	-5	-7	11	0	2	0	-10	-6	9
COc1ccc(C)cc1S(=O)(=O)N(C)CC(=O)N1CCCCCC1	6	9	4	3	-4	2	6	7	6
CN(Cc1cnccn1)Cc1c(C(=O)N2CCc3ccccc3C2)nc2ccc(Cl)cn12	1	1	1	-11	-1	-6	-12	-1	6
Cc1ccc(Cn2ccc(NC(=O)c3cc(-c4ccc(Br)cc4)on3)n2)cc1	-5	-21[fluorescence artefact?]	-2	-5[fluorescence artefact?]	3	1	x	2	12
CN1CSC2=C(C#N)C(c3cccc(OCc4ccccc4)c3)CC(=O)N2C1 (configuration not stated)	4	-2	-5	-11	0	-2	-3	6	3
CC(C)(C)c1ccc(OCCNC(=S)Nc2ccccc2)cc1	15	-1	-4	-7	3	-2	-17	-2	12
COc1ccc(C(=O)N(CN2CCCC2=O)c2ccc(C)cc2)cc1	9	5[fluorescence artefact?]	4	10[fluorescence artefact?]	-1	3	4	-5	16
CCOC(=O)CN1C(=O)S/C(=C/c2ccc(OC)c([N+](=O)[O-])c2)C1=O	-29	0[fluorescence artefact?]	-3	-9	-3	3	x	x	3
Cc1nn(C)cc1C(C(=O)NC1CCCCC1)N(C(=O)Cc1cccs1)c1ccc(C(C)C)cc1 (configuration not stated)	-4	-1	11	-1	0	0	1	3	24
CCOc1ccccc1NS(=O)(=O)c1cn(C)c(=O)n(C)c1=O	2	-7	2	-6	3	-3	-6	1	7
Cc1c(C)n(CC(O)CNCCO)c2ccccc12 (configuration not stated)	3	1	-1	51	4	1	2	6	8
CS(=O)(=O)N(CC(=O)NC1CCCC1)Cc1ccc(Cl)cc1	-2	-1	0	-10	-1	2	-9	1	14
CCCn1c2c(c(O)c(C(=O)Nc3ccc(OCC)cc3)c1=O)CCCC2	-10	-2	-1	-12	1	0	-19	x	15
CCn1c(SCC(=O)N2CCC(C)CC2)nnc1-c1ccc(S(=O)(=O)N2CCN(C)CC2)cc1	-19	-10[fluorescence artefact?]	0	-15[fluorescence artefact?]	2	-4	-7	-33	6

Entries above with fluorine (four):
SMILES	KLK5 inh	eIF4E-4G inh	FXIa inh 1536	14-3-3 Bad PPI	p97 ATPase inh	Wee1 degr inh	MDM2 E3 inh	Rad51 HR inh	FXIIa inh
O=C(/C=C/c1ccc(F)cc1)Nc1cccc(S(=O)(=O)Nc2cccc(C(F)(F)F)c2)c1	-23	-4	0	-7	1	1	-6	0	6
CCOC(=O)c1[nH]cnc1C(=O)Nc1ccc(F)cc1	-1	0	-5	-5	4	-2	-6	2	6
C/C(=N/Nc1nc(-c2ccccc2)cc(-c2ccc(F)cc2)n1)c1cccc(N)c1	25	-2[fluorescence artefact?]	17	8	-6	-1	-12	3	13
C/C(N)=C(/C#N)C(=O)CSc1ccccc1F	1	-3	16	-14	3	0	3	11	12

Returning to the listing with the 2 entries that preceded the break.
SMILES	KLK5 inh	eIF4E-4G inh	FXIa inh 1536	14-3-3 Bad PPI	p97 ATPase inh	Wee1 degr inh	MDM2 E3 inh	Rad51 HR inh	FXIIa inh
CCCn1c2c(c(O)c(C(=O)Nc3ccc(OCC)cc3)c1=O)CCCC2	-10	-2	-1	-12	1	0	-19	x	15
CCn1c(SCC(=O)N2CCC(C)CC2)nnc1-c1ccc(S(=O)(=O)N2CCN(C)CC2)cc1	-19	-10[fluorescence artefact?]	0	-15[fluorescence artefact?]	2	-4	-7	-33	6
COc1ccc(NC(=S)Nn2cnnc2)cc1OC	-11	0	-5	-2	3	-2	-10	18	-1
Cc1ccc(NC(=O)/C(=C/c2cccs2)NC(=O)c2ccco2)cc1	-2	1	6	12	2	-4	-11	-4	7
O=C(NC1CCCCCC1)c1c(O)c2ccccc2[nH]c1=O	-7	-23	2	26[fluorescence artefact?]	7	-4	-6	4	14
O=C1NCCCC2c3c(cc(Br)c(O)c3Br)OC12N1CCOCC1 (configuration not stated)	-17	2	6	1	0	8	-11	3	12
COc1cccc2cc(C(C)N(CCCN3CCOCC3)C(=S)Nc3cccc(C)c3C)oc12 (configuration not stated)	-1	-2	1	-11	1	0	-9	-2	9
COC(=O)C1=NN(C(C)=O)C2(CC(=O)N(c3cccc(C)c3)C2=O)C1 (configuration not stated)	-4	4	-5	-3	6	0	-6	5	5
O=C(N/N=C/c1ccc(N2CCOCC2)cc1)c1ccc(NS(=O)(=O)c2cccs2)cc1	-5	0	5	-14	0	2	-7	-13	12
Cc1ccc2nc(NC(=O)CCCC(=O)O)sc2c1	1	-1	-3	-6	6	-1	-21	7	9
COc1ccc(C(=O)c2c(C)oc3ccc(O)c(CN4CCOCC4)c23)cc1	-12	12	-3	25	3	-2	-14	1	31
O=C(N/N=C/c1ccccc1F)NC1CCCCC1	3	-2[fluorescence artefact?]	-4	6	-12	0	-13	-2	-5
COc1ccc(C(=O)/C=C/c2ccc(OC(=O)c3cc(OC)c(OC)c(OC)c3)cc2)cc1	1	2	4	4	4	-1	-30	1	5
O=C(N/N=C/c1c[nH]c2ccccc12)c1ccn[nH]1	-3	4	-3	-2	7	1	-2	-2	3
CCCc1cc(=O)[nH]c(SCc2cc(C(=O)OC)c(C)o2)n1	8	-4	3	0	-5	0	-18	3	16
CCSC(SCC)[C@H](O)[C@@H](O)[C@H](O)[C@H](O)CO	-13	1	-5	-1	-3	-2	x	-4	0
COc1ccc(S(=O)(=O)N(C)c2c(C)n(C)n(-c3ccccc3)c2=O)cc1OC	5	3	7	-6[fluorescence artefact?]	3	0	10	-8	11
O=c1c(CN2CCN(c3cccc(Cl)c3)CC2)coc2c(Cl)cc(Cl)cc12	4	2	2	58	1	0	8	x	17
O=C(O)C1C(=O)NCC1c1ccccc1 (configuration not stated)	1	-1	-1	16	2	-2	-4	x	6
COc1cc2[nH]c(=S)nc(Nc3ccc(NC(C)=O)cc3)c2cc1OC	-8	-2	-5	-10	6	-2	-3	2	4
CCOc1ccc(-c2nnc(-c3cccnc3)o2)cc1OCC	-12	0	-15	-6	-4	8	-14	0	0
Cc1ccc(C(=O)Nc2ccc3[nH]c(=O)[nH]c3c2)c(C)c1	x	1	2	-9	4	-1	-17	x	10
CCN(CC1COc2ccccc2O1)C(=S)NC1CC2CCC1C2 (configuration not stated)	x	0	-4	-8	-6	3	x	x	2
COc1ccc(Oc2nc(SC)nc3ccccc23)cc1	-10	-8	5	1	-2	-3	5	15	11
CN(C)S(=O)(=O)c1cccc(NC(=O)CNCc2ccccn2)c1	-4	7	0	-4	8	7	-15	17	3
CCOC(=O)c1c(NC(=O)c2cnn3c2NC(c2cccc(OC)c2)CC3C(F)(F)F)sc2c1CCCC2 (configuration not stated)	-12	1	-9	-1	-8	3	-7	x	-2
Cc1ccc(C(=O)N2CCOCC2)cc1[N+](=O)[O-]	-14	10	7	1	1	0	2	5	7

Sorted by value in FXIa inh 1536 (descending): 4 from the list above.
SMILES	KLK5 inh	eIF4E-4G inh	FXIa inh 1536	14-3-3 Bad PPI	p97 ATPase inh	Wee1 degr inh	MDM2 E3 inh	Rad51 HR inh	FXIIa inh
Cc1ccc(C(=O)Nc2ccc3[nH]c(=O)[nH]c3c2)c(C)c1	x	1	2	-9	4	-1	-17	x	10
COc1cccc2cc(C(C)N(CCCN3CCOCC3)C(=S)Nc3cccc(C)c3C)oc12 (configuration not stated)	-1	-2	1	-11	1	0	-9	-2	9
COc1ccc(C(=O)c2c(C)oc3ccc(O)c(CN4CCOCC4)c23)cc1	-12	12	-3	25	3	-2	-14	1	31
CCOc1ccc(-c2nnc(-c3cccnc3)o2)cc1OCC	-12	0	-15	-6	-4	8	-14	0	0

Next section
SMILES	KLK5 inh	eIF4E-4G inh	FXIa inh 1536	14-3-3 Bad PPI	p97 ATPase inh	Wee1 degr inh	MDM2 E3 inh	Rad51 HR inh	FXIIa inh
COc1ccc(C(CNC(=O)c2cc(C)oc2C)N2CCOCC2)cc1 (configuration not stated)	-30	2	-22	10	3	6	-8	-2	12
Cc1ccc(C)c(S(=O)(=O)Nc2ccc(C(N)=O)cc2)c1	5	3	-5	-6	6	1	-6	-5	1
C[n+]1c(/C=C/c2ccc3c(c2)OCO3)ccc2ccccc21	-21	17	7	12	-4	-5	-26	-6	4
O=C1/C(=C2/NCCN2C2CC(=O)N(c3ccccc3)C2=O)CC/C1=C\c1ccccc1 (configuration not stated)	7	8	-1	2	3	1	0	x	7
O=C(CN1CCOCC1)N1CCCc2ccccc21	-21	2	-1	49	3	-1	-8	1	4
CCC(C)(C)NC(=O)c1ccc(S(=O)(=O)N2CCCCCC2)cc1	-2	0	3	7	-4	4	-12	-4	8
Cc1ccc2c(c1)C1C=CCC1C(C(=O)O)N2 (configuration not stated)	-29	65*[fluorescence artefact?]	11	86*[fluorescence artefact?]	9	3	-12	x	14
